Screens deposited in PubChem by several laboratories.
TNAP activators: human TNAP enzyme activators, primary screen, biochemical, luminescent, no phosphate acceptor, uHTS (AID 1001) | activation fold at 20 µM, or EC50 in µM where a hit was titrated | purified TNAP, luminescent activation assay, no phosphate acceptor; higher activation fold means a stronger effect | 200,000 compounds, 0.03% hits; in the data active means activation fold from about 3, or a potency from the dose series; inactive means the rest, 99 in 100 with activation fold below about 1.6; further: many of its hits are not listed in these tables
KOR beta-arrestin-1: KOR antagonists, beta-arrestin recruitment, cell-based, luminescence, uHTS (AID 1778); inhibition, % at 10 µM; hits with a dose series show IC50 in µM; KOR beta-arrestin recruitment, luminescence, antagonist mode; higher % means a stronger effect; 290,000 compounds, 0.091% hits; further: strong numbers were not always called active
Yfh1-off respiration: mitochondrial function rescue without frataxin homolog – Friedreich's ataxia, plus single-dose screen, dose response (AID 1465); 220,000 compounds, 0.074% hits; S. cerevisiae Yfh1-off respiration, WST-1 reduction, 72 h; higher fold induction means a stronger effect; one-dose fold induction at 50 µM; EC50 in µM for titrated hits;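 active means fold induction of absorbance versus untreated yeast above a set limit, then at least 30% activation at any dose in follow-up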;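 further: activators that raise dye reduction in frataxin-depleted yeast; strong numbers were not always called active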
CSM14.1 death rescue: rescue of cells from ER stress-induced death, primary screen, 384-well, CSM14.1, thapsigargin, ATP luminescence (AID 1222). CSM14.1 thapsigargin-induced death rescue, ATP luminescence; higher % means a stronger effect. cellular ATP content (survival), % at 20 µM, or EC50 in µM where a hit was titrated. 190,000 tested, under 10 active;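 active means EC50 below 50 µM in the dose-response confirmation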;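 further: death triggered by thapsigargin at about 15 µM added after 2 h compound pretreatment; cell ATP read after overnight thapsigargin exposure of roughly 18 to 22 hours; normalized against plate controls of thapsigargin alone and 5% DMSO vehicle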
NTR1 agonist: NTR1-driven beta-arrestin-GFP spot formation – imaging, U2OS cells, high content, primary screen (AID 493036) | 330,000 compounds, 0.17% hits | activation, % at 20 µM | agonist mode | P30989;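 active means activation at or above 40% of the spot to cytoplasm intensity ratio, with at least 20 cells analyzed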;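 further: 0% = DMSO without peptide and 100% = 100 nM NTR1 peptide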
Target sequence (P30989 whole entry, looked up): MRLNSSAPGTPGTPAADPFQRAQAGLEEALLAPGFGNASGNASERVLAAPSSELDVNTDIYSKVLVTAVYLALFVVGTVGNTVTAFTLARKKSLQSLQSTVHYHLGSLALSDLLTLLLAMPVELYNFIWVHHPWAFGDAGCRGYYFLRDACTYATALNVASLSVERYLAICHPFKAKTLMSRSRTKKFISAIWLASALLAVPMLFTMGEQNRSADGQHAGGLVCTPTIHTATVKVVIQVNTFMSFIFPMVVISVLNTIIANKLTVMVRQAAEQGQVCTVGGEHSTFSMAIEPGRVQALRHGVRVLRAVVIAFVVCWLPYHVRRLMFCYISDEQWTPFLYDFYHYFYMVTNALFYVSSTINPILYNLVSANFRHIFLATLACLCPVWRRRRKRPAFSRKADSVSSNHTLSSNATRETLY
NOD1 NF-kB reporter: NOD1 signaling inhibitors, primary screen, cell-based, luminescence, uHTS (AID 1578). NOD1-driven NF-kB luciferase reporter cells, luminescence; higher % means a stronger effect. inhibition, % at 4 µM, or EC50 in µM where a hit was titrated. 290,000 compounds, 1% hits; in the data active means inhibition mostly above about 36%, no sharp cut-off; inactive means mostly below about 34%;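 further: HEK-293T reporter cells stimulated with the NOD1 agonist gamma-tri-DAP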
NOD2 inhibition: NOD2 signaling inhibitors, cell-based, luminescence, uHTS, HEK293 (AID 1566); HEK293 NOD2/NF-kB luciferase reporter, luminescence; higher % means a stronger effect; inhibition, % at 4 µM; hits with a dose series show EC50 in µM; 290,000 compounds, 0.63% hits; further: many of its hits are not listed in these tables
GPR55 beta-arrestin: GPR55 agonists via beta-arrestin recruitment, primary screen, imaging, U2OS cells, beta-arrestin-GFP redistribution (AID 1961). U2OS GPR55 beta-arrestin-GFP redistribution imaging; higher % means a stronger effect. 290,000 compounds, 0.048% hits. activation, % at 10 µM, or EC50 in µM where a hit was titrated;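 active means activation above 40% with more than 50 cells counted in the well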;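 further: U2OS osteosarcoma cells stably expressing GPR55 and beta-arrestin-GFP; plate controls were DMSO negative control for no effect and LPI positive control for full effect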
KOR beta-arrestin-2: kappa opioid receptor activators – cell-based, luminescence, uHTS, primary screen (AID 1777). KOR beta-arrestin recruitment, luminescence; higher % means a stronger effect. one-dose activation, % at 10 µM; EC50 in µM for titrated hits. 280,000 compounds, 0.02% hits; in the data active means activation above about 50%, passing the limit was not always enough; further: a part of the inactive calls stands beside numbers as strong as those of hits
NTR1 agonist cell count 20 µM: also measured in NTR1 agonist; calls as there; cell count; measured here: cell count, cytotoxicity flag
* hit, by the source's call; i = inactive; x = not tested or not shown; [ ] = dose if it differs, or a comment. Unless noted, no stated cut-off is given here; in the data, active means inhibition above about 50%; inactive means the rest. These rows are one share of the data; rates above refer to the full screens.

SMILES | TNAP activators | KOR beta-arrestin-1 | Yfh1-off respiration | CSM14.1 death rescue | NTR1 agonist | NTR1 agonist cell count 20 µM | NOD1 NF-kB reporter | NOD2 inhibition | GPR55 beta-arrestin | KOR beta-arrestin-2
O=C(NCCc1c[nH]c2ccccc12)C(F)(F)F | 1 | -46% | i | -0.7% | 0.1 | 72 | 2% | 5% | -0.1% | 13%
Cc1ccc2nc(Nc3ncc4c(n3)CCCC4=O)nc(C)c2c1 | 1.1 | 8% | x | -0.6% | x | x | -9% | 10% | 0.1% | 2.6%
CCc1ccc(NC(=O)c2cc(C)on2)cc1 | 1.1 | -8% | i | -3.6% | -0.9 | 60 | -53% | -88% | 0.0% | 1.9%
COC(=O)Cn1c(=NC(=O)c2sc3ccccc3c2Cl)sc2cc(S(N)(=O)=O)ccc21 | 1.1 | 12% | i | -1.0% | 5.8 | 56 | -24% | 6% | 0.5% | -0.1%
COC(=O)c1ccc(-c2noc(CN3CCCC(CNC(C)=O)C3)n2)cc1 (configuration not stated) | 1 | 8%[20 µM] | i | 0.3% | -0.1 | 68 | -13% | -5% | 0.2% | 0.2%
CC1CCCN(C2(O)C(=O)Nc3c(C(F)(F)F)cccc32)C1 (configuration not stated) | x | 26% | x | x | 0.0 | 64 | -3% | 16% | -0.1% | -3.8%
CC(NC(=O)c1cc(-c2ccncc2)nc2ccc(Cl)cc12)C1CCCO1 (configuration not stated) | x | 20% | x | x | -0.9 | 39 | -28% | -2% | 0.3% | -1.1%
O=C(COc1ccccc1Br)N1CCN(c2ccccc2)CC1 | 1.1 | -7% | i | -1.2% | 0.4 | 58 | -8% | -9% | -0.1% | -1.3%
COC(=O)CNS(=O)(=O)c1ccc(C)cc1 | 1.3 | 8% | i | -0.7% | 1.9 | 72 | -13% | 7% | -0.1% | -12%
COc1ccc(OC)c(NC(=O)CCCNC(=O)c2ccc(Cl)cc2)c1 | x | -18% | x | x | -0.8 | 89 | -12% | -8% | -0.2% | -0.7%
CCC(C(=O)Nc1cc(C)nn1-c1nc(C)cc(C)n1)c1ccccc1 (configuration not stated) | 1 | 35% | i | -0.8% | 9.8 | 62 | -1% | 6% | -0.1% | 0.2%
COc1ccccc1NC(=O)c1ccc(Cl)c(S(=O)(=O)N2CCOCC2)c1 | 1.1 | 6% | i | -2.1% | -0.9 | 31 | 0% | 1% | 0.2% | 0.2%
Nc1nc2ccc([N+](=O)[O-])c(N)c2s1 | 1 | -30% | i | 0.4% | -2.3 | 84 | 31% | -40% | -0.1% | 2.5%
OCCN(Cc1ccccc1)C(=S)Nc1ccc(F)cc1 | 1 | -22% | i | -3.4% | -1.3 | 44 | -15% | 5% | -0.4% | 0.3%
CC(C)c1ccc(CN2C(=O)NC3(CCCCCC3)C2=O)cc1 | x | -10% | x | x | 8.5 | 58 | 14% | 31% | -0.1% | -3.8%
CCN(Cc1ccccc1)C(=O)C1CCC(CNc2c(N3CCOCC3)c(=O)c2=O)CC1 (configuration not stated) | 0.8 | -23% | i | -2.2% | 1.5 | 60 | 12% | 0% | 0.4% | 18%
COc1ccccc1-c1noc(CCC(=O)Nc2ccccc2Cl)n1 | 0.9 | -37% | i | -1.9% | -0.8 | 60 | 9% | -11% | 0.2% | -0.2%
COc1ccc2c(c1)C(c1ccccc1)=NNC(c1ccco1)=N2 | 1 | -27% | i | -2.2% | 2.4 | 60 | 32% | 0% | 0.1% | 5.0%
CC(C(=O)NCc1cccs1)N1C(=O)c2ccccc2C1=O (configuration not stated) | 1 | 23% | i | -2.2% | 1.0 | 49 | -24% | 5% | -0.1% | 5.3%
C=CCN1c2ccccc2[C@]23C[C@@H](C(=O)OC)N(C(=O)c4cc(C)oc4C)C2=NC(C(=O)OC)=C(C(=O)OC)[C@H]13 | x | 12% | i | x | 0.4 | 64 | 4% | 17% | -0.1% | 0.8%
CCN(CC)S(=O)(=O)c1ccc(/C=C/C(=O)OCC(=O)Nc2cccc3ccccc23)cc1 | 1.1 | 41% | i | -1.6% | 0.7 | 61 | -2% | 9% | 0.1% | -4.1%
Cc1ccc(-c2nnc(-c3ccc(NC(=O)Cc4cccs4)cc3)o2)cc1 | 1 | 2% | i | 3.1% | 4.4 | 49 | -37% | -31% | -0.1% | -0.5%
CCOC(=O)c1ccc(NC(=S)N2CCN(CCO)CC2)cc1 | x | 8% | x | x | -1.9 | 41 | -18% | -12% | -0.2% | -2.8%
O=C1N=C(N2CCCC2)S/C1=C\c1cccc(Br)c1 | 1.1 | 4% | i | -1.7% | 1.8 | 39 | -1% | -42% | 0.2% | -4.1%
CC1CN(C(=O)CCC(=O)NCCc2ccccc2)c2ccccc2O1 (configuration not stated) | x | -8%[20 µM] | x | x | 4.4 | 99 | 27% | 10% | 0.0% | -0.2%
SMILES | TNAP activators | KOR beta-arrestin-1 | Yfh1-off respiration | CSM14.1 death rescue | NTR1 agonist | NTR1 agonist cell count 20 µM | NOD1 NF-kB reporter | NOD2 inhibition | GPR55 beta-arrestin | KOR beta-arrestin-2
CCc1ccc(NC(=O)CCc2nnc3ccc(N4CCC5(CC4)OCCO5)nn23)cc1 | x | -22% | x | x | 0.5 | 64 | -16% | 15% | 0.1% | -3.0%
CC(=O)C1C(=O)c2c(cccc2[N+](=O)[O-])C1=Nc1ccc(S(N)(=O)=O)cc1 (configuration not stated) | 0.8 | 0% | i | 0.5% | -1.6 | 106 | -41% | 4% | 0.1% | 0.7%
CSc1ccccc1C(=O)Nc1ccc(C)c(C)c1 | 1.2 | 19% | i | -4.2% | -1.8 | 55 | -79% | -1% | -0.1% | -2.9%
CC1(C(=O)OCC(=O)NCCNC(=O)COC(=O)C2(C)CC2(Cl)Cl)CC1(Cl)Cl (configuration not stated) | x | 12% | x | x | -0.2 | 65 | -4% | 13% | -0.2% | 2.0%
Cc1ccc(S(=O)(=O)N(C)CCCC(=O)NC(C)(C)C)cc1 | 1 | -46%[20 µM] | i | -0.7% | 0.6 | 59 | -15% | -4% | 0.3% | -0.8%
COc1cc(/C=N/NC(=S)Nc2cccc(S(=O)(=O)N(C)C)c2)cc(OC)c1O | 1.2 | 35% | i | 3.5% | 0.3 | 70 | -29% | 2% | -0.3% | -2.1%
CCOC(=O)c1ccc(NC(=O)CSc2nnc(NC(=O)c3ccc(S(=O)(=O)N4CCOCC4)cc3)s2)cc1 | 1 | -28% | i | -2.8% | 3.6 | 41 | -27% | -99% | 0.1% | 2.5%
O=C(NC(=S)NNC(=O)c1cccs1)c1ccco1 | 2.5 | -23% | x | -0.8% | -1.2 | 74 | -34% | 7% | 0.3% | 9.4%
CCOc1ccc(/C=C/C(=O)Nc2ccc(N3CCOCC3)cc2)cc1 | 1.1 | 4% | x | -1.6% | 1.2 | 55 | -144% | -16% | -0.1% | 9.0%
c1ccc(C2=Nn3c(nnc3-c3n[nH]c4c3CCC4)SC2)cc1 | 1.5 | 15% | i | -0.9% | 3.0 | 61 | -41% | -2% | -0.2% | -2.0%
CCn1c(SCC(=O)Nc2nc(C)cs2)nnc1-c1ccco1 | 1.1 | 22% | i | x | -0.1 | 89 | -16% | 15% | -0.2% | -0.7%
CSc1nnc(C)c(/C=C/Nc2ccc(F)cc2F)n1 | 1 | -5% | i | 1.8% | 1.4 | 47 | -26% | 6% | -0.1% | 1.4%
CN1CCN(c2nc(-c3ccccc3)ncc2S(=O)(=O)c2ccccc2)CC1 | 0.9 | -6%[20 µM] | i | -1.0% | 0.2 | 40 | -21% | 1% | -0.1% | -4.1%
CCOC(=O)C1=C(c2ccccc2)Nc2ncnn2C1c1ccc(O)cc1 (configuration not stated) | x | 35% | i | x | -0.3 | 64 | -5% | 4% | -0.1% | 0.1%
O=C(c1ccco1)N1CCN(S(=O)(=O)c2cccc(C(F)(F)F)c2)CC1 | 1.1 | 16% | i | -1.6% | 8.1 | 92 | -5% | -3% | 1.0% | 0.9%
CC1CCN(S(=O)(=O)c2ccc(S(=O)(=O)NCc3cccnc3)cc2)CC1 | 1 | -9%[20 µM] | i | -0.1% | -0.6 | 66 | -30% | 20% | 1.2% | -8.5%
Cc1ccccc1N1C(=O)CC(N2CCN(C(=O)c3ccco3)CC2)C1=O (configuration not stated) | x | -18% | x | x | 0.4 | 63 | 0% | 13% | 0.0% | 4.9%
Cc1ccccc1N=Nc1c(C)[nH]n(-c2ccccc2)c1=O | 1.1 | -1%[20 µM] | i | -0.7% | x | x | -18% | -7% | 0.2% | -5.5%
CC1=NN(C(N)=S)C(=O)C1N=Nc1c(Br)cc(Br)cc1Br (configuration not stated) | x | -74%[20 µM] | x | x | 1.6 | 59 | 36% | 27% | 0.1% | 21%
O=[N+]([O-])c1ccn(-c2nc(-c3cccs3)cc(C(F)(F)F)n2)n1 | 1.1 | 34% | i | 0.4% | 3.1 | 68 | -8% | 14% | 0.1% | -3.9%
O=C1Nc2cc(Cl)c(Cl)cc2N(O)N1c1ccc(Cl)c(Cl)c1 | 1.1 | -14% | i | -1.5% | 0.4 | 62 | 17% | 12% | 0.2% | 2.6%
Cc1ccc(C(=O)NC2CCN(S(=O)(=O)c3ccc(C)cc3)CC2)cc1 | 1 | -2% | i | 2.8% | -0.8 | 68 | -22% | 4% | 0.1% | 3.1%
O=C(NCCCN1CCOCC1)c1cc(C(=O)C2CCCCC2)c[nH]1 | 1 | -22% | i | x | 0.3 | 62 | 2% | 0% | 1.0% | 4.6%
CCOc1cc(/C=N\NC(=O)c2ccc(NC(=O)C(C)(C)C)cc2)ccc1OC(=O)c1ccc(C)cc1 | 1.1 | -1% | i | 1.6% | 2.0 | 76 | 4% | 4% | 0.2% | -4.0%
CC(C)(C)OC(=O)N[C@@H](Cc1ccccc1)c1nnc(S(=O)(=O)Cc2ccccc2)o1 | 1.1 | 36% | i | 3.8% | 8.2 | 63 | 26% | 10% | -0.1% | -1.1%
O=Cc1cnc(N2CCOCC2)nc1 | 1.3 | 1% | i | -2.1% | 1.5 | 81 | -13% | -1% | -0.3% | 6.1%
CCc1nc(N2CCCC2C(=O)O)c2oc3ccccc3c2n1 (configuration not stated) | 1.1 | -8% | i | -0.7% | -0.6 | 53 | 21% | 9% | -0.1% | -1.9%
N#CCCn1cc(/C=N/O)c(-c2ccc(-c3ccccc3)cc2)n1 | 1 | -29% | i | -0.1% | 4.7 | 40 | -39% | -3% | 0.6% | x

Single entries from the list:
Cc1ccccc1N1C(=O)CC(N2CCN(C(=O)c3ccco3)CC2)C1=O (configuration not stated) @ GPR55 beta-arrestin: 0.0%
CCOC(=O)c1ccc(NC(=O)CSc2nnc(NC(=O)c3ccc(S(=O)(=O)N4CCOCC4)cc3)s2)cc1 @ NTR1 agonist: 3.6
CSc1ccccc1C(=O)Nc1ccc(C)c(C)c1 @ GPR55 beta-arrestin: -0.1%
